mIAP activ: mouse IAP activation. muIAP, CDP-Star luminescence, 30 min; hits give high values; 1 = vehicle-only enzyme signal, 0 = enzyme-free wells. activation factor at 10 µM. hit rate 0.24% among 330,000. AID 2805;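 active = activation factor of at least 2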; note: the source names both 10 and 20 µM as test concentration; values of inactives mirror those of a sister screen read the other way
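Assay system: mouse IAP enzyme; Reagent: CDP-Star chemiluminescent phosphatase substrate; Compound: DMSO-dissolved test compounds; Incubation: 30 min, room temperature; Technique: luminescence from enzymatic CDP-Star hydrolysis; Controls: DMSO-only wells and no-enzyme negative control.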
NR3A LBD binder: modulates the human NR3A ligand-binding domain; NR3A LBD differential scanning fluorimetry, Tm shift; 0% = protein alone, 100% = glycine-bound protein; Tm shift relative to glycine control, % at 25 µM; hit rate 2.5% among 340,000; AID 1259313;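 active = melting temperature shift of at least 10% of the positive control shift, at one fixed dose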
hIAP activ: human IAP activation | P09923 | purified human IAP, CDP-Star luminescence, 30 min; hits give high values; 1 = vehicle-only enzyme, 0 = enzyme-free background | activation factor at 10 µM | hit rate 0.16% among 330,000;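 active = activation factor of the enzyme at least 2-fold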; note: the source names both 10 and 20 µM as test concentration; values of inactives mirror those of a sister screen read the other way
mIAP block: blocks mouse intestinal alkaline phosphatase. purified mouse IAP, CDP-Star luminescence, 30 min. inhibition, % at 10 µM. hit rate 0.2% among 330,000;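 active = inhibition of at least 40% at 10 µM in the primary screen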;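 note: plate controls were DMSO with enzyme for no effect and no enzyme wells for full effect; values of inactives mirror those of a sister screen read the other way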
MPTP inh: blocks calcium-induced mitochondrial swelling; AID 602449; hit rate 1.4% among 360,000; inhibition, % at 10 µM; isolated mouse mitochondria, Ca2+ swelling absorbance, 30 min;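 active = inhibition of 50% or more, scaled per plate between neutral and stimulator controls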;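 note: 0% = DMSO wells given calcium and 100% = 1 mM EGTA wells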
A3G deaminase: APOBEC3G (human) deaminase inhibition; recombinant A3G, ssDNA deamination FAM/TAMRA fluorescence; inhibition, % at 20 µM; hit rate 0.28% among 330,000; AID 493012;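 active = inhibition of at least 40% at 20 µM, with no more than 30% in the related APOBEC3A deaminase screen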;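 note: plate controls were DMSO wells with A3G for no effect and wells lacking A3G enzyme for full effect; some compounds called inactive have numbers as strong as hits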
Target sequence (Q9HC16 whole entry, looked up): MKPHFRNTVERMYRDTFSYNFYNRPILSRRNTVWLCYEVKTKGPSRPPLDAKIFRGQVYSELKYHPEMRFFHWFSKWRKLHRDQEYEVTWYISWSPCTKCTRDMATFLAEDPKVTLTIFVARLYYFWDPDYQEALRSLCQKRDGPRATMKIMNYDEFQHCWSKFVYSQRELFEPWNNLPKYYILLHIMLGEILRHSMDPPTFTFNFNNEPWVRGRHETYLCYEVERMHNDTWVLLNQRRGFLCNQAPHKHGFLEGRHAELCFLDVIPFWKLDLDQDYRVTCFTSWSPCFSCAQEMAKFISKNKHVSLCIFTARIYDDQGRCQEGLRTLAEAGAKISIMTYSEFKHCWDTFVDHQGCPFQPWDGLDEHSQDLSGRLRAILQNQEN
hIAP block: human IAP inhibition; purified IAP, CDP-Star luminescence, 30 min; P09923; hit rate 0.12% among 330,000; inhibition, % at 10 µM;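 active = inhibition reaching a set limit with compound at 10 µM in the primary screen, cut at about 35% in these data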;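 note: plate controls were DMSO wells with enzyme for no effect and no-enzyme buffer wells for full effect; values of inactives mirror those of a sister screen read the other way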
beta cell repl: induces beta-cell replication in MIN6 cells. hit rate 0.29% among 330,000. proliferation, % at 10 µM. MIN6 cells proliferation, ATPlite luminescence, 48 h; cells starved in 0.2% serum; 100% = growth in 10% serum;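 active = compounds whose signal lies at least 3.5 SD above the mean of all wells on their plate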;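 note: 0% = DMSO-treated cells in low-serum medium and 100% = 10% serum control; some compounds called inactive have numbers as strong as hits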
APOBEC3A inh: inhibitors of human APOBEC3A DNA deaminase; recombinant A3A, FAM/TAMRA ssDNA deamination fluorescence; inhibition, % at 20 µM; hit rate 0.41% among 330,000;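 active = at least 40% inhibition at 20 µM here, with at most 30% in a related deaminase screen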;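 note: plate controls were A3A with DMSO for no effect and wells lacking A3A enzyme for full effect; some results filed as inactive read as strong as hits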
Target sequence (P31941 whole entry, looked up): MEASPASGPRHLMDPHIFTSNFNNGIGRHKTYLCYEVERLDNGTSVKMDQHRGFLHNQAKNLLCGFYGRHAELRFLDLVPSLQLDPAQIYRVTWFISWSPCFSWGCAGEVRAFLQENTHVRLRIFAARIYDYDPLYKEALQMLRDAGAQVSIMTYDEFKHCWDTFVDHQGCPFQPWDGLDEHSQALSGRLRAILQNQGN
* marks the source's active call; other numbers are inactive results.

1. O=C(COC(=O)c1ccc(F)c(S(=O)(=O)N2CCOCC2)c1)Nc1ccc2c(c1)OCO2
2. N#Cc1c(NC(=O)c2ccccc2)sc2c1CCCCC2
3. O=C(COC(=O)c1cccc(S(=O)(=O)N2CCCCC2)c1)NC1CCCCC1
4. Cn1cnnc1Sc1ccc(C(=O)OCC(=O)Nc2cc(Cl)cc(Cl)c2)cc1[N+](=O)[O-]
5. Cc1sc(NC(=O)c2ccco2)c(C(Nc2ccccn2)c2ccccc2)c1C (centres undefined)
6. COc1ccccc1CNC(=O)COC(=O)CC1CC2CCC1C2 (centres undefined)

Assay by compound	1	2	3	4	5	6
mIAP activ	1	0.88	1.1	0.84	1.2	0.99
NR3A LBD binder	1	0	-2	6	-3	1
hIAP activ	1	0.94	1.3	0.87	0.86	0.87
mIAP block	-4	12	-7	16	-23	1
MPTP inh	-0.2	12	-1.6	6.5	0.6	-2.7
A3G deaminase	-2	-8	9	-10	-2	-4
hIAP block	0	6	-31	13	14	13
beta cell repl	-3	-1	-2	0	-6	-2
APOBEC3A inh	-1	-19	-3	-3	3	-2

7. COCCN1Cc2cccc(C(=O)NC3CCCCCC3)c2C1=O
8. O=C(CSc1ccccc1F)NNC(=O)c1ccncc1
9. CC(C)(C)c1ccc(-n2ncc3c2CCCC3NC(=O)CCN2CCCO2)cc1 (centres undefined)
10. CCc1ccc(S(=O)(=O)NCc2ccc(N3CCN(C)CC3)cc2)cc1
11. CC(c1ccccc1C(O)c1ccccc1)N(C)C (centres undefined)
12. COc1cc(-c2nnc(SCC(=O)c3ccccc3)o2)cc(OC)c1OC

Assay by compound	7	8	9	10	11	12
mIAP activ	1	1	0.94	0.94	1	0.94
NR3A LBD binder	-1	0	-1	0	-1	2
hIAP activ	0.89	1	1.1	1	1.3	1.4
mIAP block	0	-1	6	6	-5	6
MPTP inh	0.3	-2.9	0.1	1.4	0.7	0.5
A3G deaminase	5	-8	1	5	1	-4
hIAP block	11	-2	-12	-4	-30	-38
beta cell repl	2	1	-4	-1	-3	-2
APOBEC3A inh	0	2	2	1	1	-11

13. O=C(O)c1ccc(-n2nc(-c3ccccc3)c3ccccc3c2=O)cc1
14. COc1ccccc1CNC(=O)c1ccc(OC(F)F)c(OC)c1
15. Cn1nnnc1SCCNCC#Cc1ccccc1
16. CC(OC(=O)c1ccc(Cl)c(S(=O)(=O)N2CCOCC2)c1)C(=O)Nc1ccc(S(N)(=O)=O)cc1 (centres undefined)
17. Cc1onc(-c2ccccc2Cl)c1C(=O)N1CCc2ccccc21
18. CCOc1ccc(NC(=O)CCC(=O)OC)cc1

Assay by compound	13	14	15	16	17	18
mIAP activ	1.1	1	0.99	0.97	1	0.99
NR3A LBD binder	-1	0	2	1	2	1
hIAP activ	1.2	0.89	0.93	1	0.95	0.89
mIAP block	-12	-3	1	3	-4	1
MPTP inh	0.4	2.9	-1.6	-0.5	-0.7	-2.3
A3G deaminase	-6	38	0	-8	-1	-7
hIAP block	-17	11	7	-2	5	11
beta cell repl	-2	0	0	5	-1	-3
APOBEC3A inh	-4	1	4	0	-2	-3

19. Nc1ccc(Oc2cc(N)cc(Oc3ccccc3)c2)cc1
20. COc1ccc(N2C(=O)NC3CC2(C)Oc2ccc(Cl)cc23)cc1OC (centres undefined)
21. Cc1ccc(Oc2ncnc(N)c2[N+](=O)[O-])cc1
22. O=C(CNC(=O)c1ccc2c(c1)OCCO2)N/N=C/c1ccc([N+](=O)[O-])cc1
23. Cc1cc(NS(=O)(=O)c2ccc(NC(=O)CCc3ccccc3)cc2)no1
24. N#Cc1cccc(NCC(=O)Nc2cccc(S(=O)(=O)N3CCCCC3)c2)c1

Assay by compound	19	20	21	22	23	24
mIAP activ	1	1	1.1	0.95	0.99	1.5
NR3A LBD binder	-4	-3	1	-2	1	-4
hIAP activ	1.1	0.93	1.1	0.9	0.94	1.1
mIAP block	-2	0	-8	5	0	-47
MPTP inh	0.4	-2.3	-1.0	-3.4	-8.0	1.4
A3G deaminase	-5	-2	-6	-5	-3	-7
hIAP block	-12	7	-5	10	6	-14
beta cell repl	-2	-3	-4	1	0	-1
APOBEC3A inh	-3	2	-2	-1	0	-4

Whole records, quoted from the list.
O=C(CNC(=O)c1ccc2c(c1)OCCO2)N/N=C/c1ccc([N+](=O)[O-])cc1 as listed: mIAP activ = 0.95; NR3A LBD binder = -2; hIAP activ = 0.9; mIAP block = 5; MPTP inh = -3.4; A3G deaminase = -5; hIAP block = 10; beta cell repl = 1; APOBEC3A inh = -1
Cc1ccc(Oc2ncnc(N)c2[N+](=O)[O-])cc1 as listed: mIAP activ = 1.1; NR3A LBD binder = 1; hIAP activ = 1.1; mIAP block = -8; MPTP inh = -1.0; A3G deaminase = -6; hIAP block = -5; beta cell repl = -4; APOBEC3A inh = -2
COc1ccc(N2C(=O)NC3CC2(C)Oc2ccc(Cl)cc23)cc1OC (centres undefined) as listed: mIAP activ = 1; NR3A LBD binder = -3; hIAP activ = 0.93; mIAP block = 0; MPTP inh = -2.3; A3G deaminase = -2; hIAP block = 7; beta cell repl = -3; APOBEC3A inh = 2

Following part:
25. CCc1ccc(OCC(=O)NNC(=O)Cc2ccc(S(=O)(=O)N3CCOCC3)s2)cc1
26. COc1ccccc1CNC(=O)COC(=O)Cc1cccc(F)c1
27. CN1CCN(C(=O)C2CCN(S(=O)(=O)c3ccccc3[N+](=O)[O-])CC2)CC1
28. O=C(Cc1c(Cl)cccc1Cl)Nc1ccc(S(=O)(=O)Nc2ncccn2)cc1
29. CCn1c(Cc2ccccc2)nnc1SCC(=O)Nc1cc(C)on1
30. Cc1ccc([N+](=O)[O-])cc1Nc1nc(N2CCCC2)nc(N2CCCC2)n1

Assay by compound	25	26	27	28	29	30
mIAP activ	0.92	0.96	1.1	0.98	1	0.86
NR3A LBD binder	-2	1	0	-1	-1	0
hIAP activ	1.8	0.89	0.94	0.75	0.8	0.93
mIAP block	8	4	-10	2	0	14
MPTP inh	-2.0	-0.1	0.2	-1.6	-2.1	0.8
A3G deaminase	-11	-7	-2	-6	-4	-4
hIAP block	-80	11	6	25	20	7
beta cell repl	-1	-1	3	-2	-2	-4
APOBEC3A inh	9	-3	1	-1	4	-1

31. O=C(O)C1CCCCC1C(=O)Nc1ccc(S(=O)(=O)N2CCCCC2)cc1 (centres undefined)
32. Cc1nn(-c2ccccc2)c(C)c1C(=O)OCC(=O)NC(=O)NC1CCCC1
33. COc1ccc(NC(=O)c2[nH]ncc2[N+](=O)[O-])cc1
34. COc1cc(NC(=O)c2ccc3nsnc3c2)cc(OC)c1OC
35. COc1ccc2nc(NC(=O)Cn3cnc4ccccc4c3=O)sc2c1
36. COc1ccccc1CNC(=O)COC(=O)c1ccc(S(=O)(=O)N2CCCC2)cc1

Assay by compound	31	32	33	34	35	36
mIAP activ	1	1.1	1.1	1	1	0.99
NR3A LBD binder	0	0	-6	-1	-1	2
hIAP activ	1.1	0.92	1.1	0.97	1.1	0.93
mIAP block	-2	-7	-6	-3	-2	1
MPTP inh	-2.1	-1.7	-0.8	0.0	1.2	-2.1
A3G deaminase	-11	-2	-9	-4	12	2
hIAP block	-13	8	-13	3	-12	7
beta cell repl	1	0	-3	-1	0	-1
APOBEC3A inh	-5	-1	-5	-1	43*	1

37. O=C(NC(=S)Nc1ccc2cn[nH]c2c1)c1ccccc1
38. COc1ccccc1/C=C/C(=O)c1ccc(Cl)cc1
39. CC(=O)c1ccc(N2CCN(C(=O)CCCc3nc4ccccc4s3)CC2)cc1
40. CCOC(=O)C1=C(COC(=O)CC(C)c2ccccc2)NC(=O)NC1C (centres undefined)
41. COc1ccc(N/C=C2/Sc3ccccc3NC2=O)cc1
42. O=C(CSc1n[nH]c(-c2cccnc2)n1)Nc1ccc([N+](=O)[O-])cc1Br

Assay by compound	37	38	39	40	41	42
mIAP activ	0.95	0.8	1.1	0.99	0.98	0.93
NR3A LBD binder	-2	3	-1	2	2	-2
hIAP activ	0.92	0.83	1.1	0.93	1.3	0.84
mIAP block	5	20	-6	1	2	7
MPTP inh	-0.3	5.4	22	-1.4	0.4	1.2
A3G deaminase	-4	-5	-4	-7	-5	-4
hIAP block	8	17	-8	7	-28	16
beta cell repl	1	-6	-2	1	4	0
APOBEC3A inh	-1	0	-1	-3	-4	-1

43. Cc1ccccc1C(=O)Nc1ccccc1-c1nnn(CC(=O)Nc2ccc3c(c2)OCCO3)n1
44. CCc1cc(=O)oc2cc(C)cc(OC(C)C(=O)NC3CCN(Cc4ccccc4)CC3)c12 (centres undefined)
45. Cc1nc(-c2cccc(NS(=O)(=O)c3cccc4ccccc34)c2)cs1
46. CCOc1ccccc1CNC(=O)CCCn1ncn2c(cc3occc32)c1=O
47. Cc1cc(=O)c(C(=O)Nc2cccc(N3CCCC3=O)c2)nn1-c1ccccc1Cl
48. COc1ccc(C2CC(c3cccc(C)c3)n3nc(N)nc3N2)cc1 (centres undefined)

Assay by compound	43	44	45	46	47	48
mIAP activ	1.3	0.95	1	1	1.1	0.97
NR3A LBD binder	4	-3	9	-19	0	-3
hIAP activ	1	0.73	0.99	1.1	1	1
mIAP block	-30	5	-2	0	-13	3
MPTP inh	13	-2.2	0.4	0.7	-0.1	-1.1
A3G deaminase	2	-9	-4	0	-1	-8
hIAP block	0	27	1	-10	-4	-2
beta cell repl	-2	-1	-4	-3	-2	1
APOBEC3A inh	1	-5	-1	-2	-3	3

49. COc1ccc(-c2cc(C(=O)N3CCN(c4ccc(F)cc4)CC3)no2)cc1
50. CC1(C)C2CCC(C2)C1C/C=N/NC(N)=S (centres undefined)
51. S=C(Nc1cccc(Cl)c1)Nc1ccc2c(c1)OCCO2
52. CC(C)c1ccc(NC(=O)C2=CC=CN3CCS(=O)(=O)N=C23)cc1
53. CN(C)CCN1C(=O)C(O)=C(C(=O)c2ccco2)C1c1ccccc1F (centres undefined)

Assay by compound	49	50	51	52	53
mIAP activ	1	1.1	0.95	1	0.93
NR3A LBD binder	0	0	5	1	1
hIAP activ	1.1	1.1	1.1	1.1	0.95
mIAP block	0	-6	4	-2	7
MPTP inh	-0.1	7.2	54*	0.6	0.2
A3G deaminase	-8	-14	-13	-8	0
hIAP block	-8	-14	-14	-10	5
beta cell repl	-2	-5	-4	-3	4
APOBEC3A inh	-2	-6	-7	1	1

Source: PubChem BioAssay
